NOD1 NF-kB reporter: NOD1 signaling inhibitors, primary screen, cell-based, luminescence, uHTS (AID 1578); NOD1-driven NF-kB luciferase reporter cells, luminescence; higher % means a stronger effect; inhibition, % at 4 µM; hits with a dose series show EC50 in µM; 1% of 290,000 active; in the data active = inhibition mostly above about 36%, no sharp cut-off; inactive = mostly below about 34%;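 note: HEK-293T reporter cells stimulated with the NOD1 agonist gamma-tri-DAP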
M17LAP inhibition: P. falciparum M17LAP inhibitors, primary screen, biochemical, fluorogenic H-Leu-NHMec substrate, 1536-well (AID 1619). Leucine aminopeptidase (Plasmodium falciparum (isolate 3D7)). recombinant M17LAP, H-Leu-NHMec fluorogenic kinetic assay; higher % means a stronger effect. one-dose inhibition, % at 30 µM; IC50 in µM for titrated hits. 0.38% of 220,000 active;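 active = compound inhibiting the enzyme by more than half at any dose during confirmatory dose-response retesting; inconclusive = strong single-dose inhibitors picked by rank but not retested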;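 note: plate controls were full reaction with DMSO carrier for no effect and no enzyme background for full effect; strong numbers were not always called active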
KOR beta-arrestin-1: KOR agonists, beta-arrestin recruitment, primary screen, cell-based, luminescence, uHTS (AID 1777); Kappa-type opioid receptor (Homo sapiens); KOR beta-arrestin recruitment, luminescence; higher % means a stronger effect; activation, % at 10 µM; hits with a dose series show EC50 in µM; 0.02% of 280,000 active; in the data active = activation above about 50%, passing the limit was not always enough; note: a part of the inactive calls stands beside numbers as strong as those of hits
M1AAP inhibition: P. falciparum M1AAP inhibitors, biochemical, fluorogenic H-Leu-NHMec substrate, 1536-well (AID 1445). Aminopeptidase N (Plasmodium falciparum (isolate 3D7)). recombinant M1AAP, H-Leu-NHMec fluorogenic kinetic assay; higher % means a stronger effect. inhibition, % at 30 µM, or IC50 in µM where a hit was titrated. 0.42% of 220,000 active;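 active = primary inhibition above the hit cutoff, then over 50% inhibition at one or more dose response concentrations, cut at about 23% in these data, passing the limit was not always enough; inconclusive = conflicting primary data, or primary hits not chosen for dose response; inactive = low primary inhibition, or under 50% at every dose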;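 note: plate controls were DMSO full reaction for no effect and no enzyme background for full effect; strong numbers were not always called active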
GPR55 beta-arrestin: GPR55 agonists via beta-arrestin recruitment, primary screen, imaging, U2OS cells, beta-arrestin-GFP redistribution (AID 1961); U2OS GPR55 beta-arrestin-GFP redistribution imaging; higher % means a stronger effect; G-protein coupled receptor 55 (Homo sapiens); 0.048% of 290,000 active; activation, % at 10 µM; hits with a dose series show EC50 in µM;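 active = activation above 40% with more than 50 cells counted in the well; inconclusive = wells holding fewer than 50 cells, flagged as toxic or sparse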;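 note: U2OS osteosarcoma cells stably expressing GPR55 and beta-arrestin-GFP; plate controls were DMSO negative control for no effect and LPI positive control for full effect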
Dynein transport: inhibitors of GR-EGFP nuclear translocation, primary screen, dynein cargo transport inhibitor project, imaging, high-content, 3617.4 mouse cells | test concentration mostly 20 µM; stimulated with dexamethasone, 1 µM; hits give low values | z-score, hits read low | 0.47% of 220,000 active;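 active = plate z-score of nuclear minus cytoplasmic receptor signal below a set negative limit, without overly bright fluorescence or cell loss, cut at about -3.5 in these data, passing the limit was not always enough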;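 note: z-score of nuclear minus cytoplasmic ring GR-EGFP intensity difference per well; some compounds called inactive have numbers as strong as hits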
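medium = tetracycline-free induction medium containing charcoal-stripped FBS | also added = 1.0 µM final dexamethasone stimulus | schedule = 48 h induction, 1 h compound, 30 min dex at 37 °C | technique = fixed, Hoechst-stained cells imaged at 10x for EGFP | measure = GR-EGFP nuclear translocation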
AID2073: inhibitors of Mint1-CaV2.2 protein interaction, biochemical, HTRF (AID 2073); Voltage-dependent N-type calcium channel subunit alpha-1B (Homo sapiens); HTRF protein-protein interaction, Mint1-CaV2.2; higher % means a stronger effect; inhibition, % at 20 µM; hits with a dose series show IC50 in µM; 0.19% of 290,000 active; in the data active = inhibition mostly above about 51%, no sharp cut-off; inconclusive = no clear call, values can overlap the other calls; inactive = mostly below about 53%; note: some results filed as inactive read as strong as hits
KOR beta-arrestin-2: KOR antagonists, beta-arrestin recruitment, cell-based, luminescence, uHTS (AID 1778); Kappa-type opioid receptor (Homo sapiens); KOR beta-arrestin recruitment, luminescence, antagonist mode; higher % means a stronger effect; inhibition, % at 10 µM, or IC50 in µM where a hit was titrated; 0.091% of 290,000 active; note: strong numbers were not always called active
NOD2 inhibition: NOD2 signaling inhibitors, cell-based, luminescence, uHTS, HEK293 (AID 1566); HEK293 NOD2/NF-kB luciferase reporter, luminescence; higher % means a stronger effect; inhibition, % at 4 µM; hits with a dose series show EC50 in µM; 0.63% of 290,000 active; note: many of its hits are not listed in these tables
Dynein transport cytoplasmic EGFP: recorded beside Dynein transport, whose call it bears; z-score; measured here: cytoplasmic GR-EGFP intensity; hits give high values
Dynein transport nuclear GR-EGFP: second read-out of Dynein transport, no call of its own (marks repeat the call); z-score; measured here: nuclear GR-EGFP intensity;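 lower value marks the stronger effect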
Dynein transport cell count: further read-out of Dynein transport, marked with its call; z-score; measured here: cell count per field
Active calls of the source: *; ? = inconclusive; / = not tested or not shown; [ ] = another dose, or the depositor's remark. Cut-off read from the data, not from the text of the source, unless noted: active = inhibition above about 50%; inactive = the rest. Only part of the results is shown; the hit share may differ from the screen's.

1. CCCCC(=O)Nc1ccc2c(c1)nc(CN1CCN(C(=O)OCC)CC1)n2C
2. CCc1ccc(NC(=O)CSc2ccc(-c3cccnc3)nn2)cc1
3. CCOC(=O)N1CCN(c2cc(=O)n(-c3ccccc3Cl)c(=O)[nH]2)CC1
4. O=C1N(Cc2cccnc2)C[C@@H]2C[C@@H](c3ccc(C(F)(F)F)cc3)N3CCC[C@@]123
5. CCn1c(C)[n+](CC)c2ccc(S(=O)(=O)NC)cc21
6. Cc1cc2cc(C)c3nnc(SCC(=O)Nc4ccc(S(=O)(=O)N5CCCCC5)cc4)n3c2cc1C

entry no.,1,2,3,4,5,6
NOD1 NF-kB reporter,11%,-17%,9%,13%,-42%,-16%
M17LAP inhibition,/,/,19%,-3%,-8%,-1%
KOR beta-arrestin-1,13%,3.5%,-2.9%,-4.3%,/,7.7%
M1AAP inhibition,/,/,-1%,1%,10%,-2%
GPR55 beta-arrestin,0.0%,0.4%,1.1%,0.1%,-0.1%,-0.2%
Dynein transport,/,/,-0.71,-0.89,-0.92,0.35
Dynein transport cytoplasmic EGFP,/,/,-0.23,-0.34,-0.26,-0.1
Dynein transport nuclear GR-EGFP,/,/,-0.35,-0.32,-0.38,0.35
Dynein transport cell count,/,/,0.25,0.98,0.33,-0.88
AID2073,11%,9%,5%,7%,13%,23%
KOR beta-arrestin-2,-22%,-23%,-6%,-7%,-29%[20 µM],16%
NOD2 inhibition,14%,23%,15%,5%,-1%,2%

7. Cc1cccc(C)c1NC(=O)CSc1nnc(-c2cccnc2)o1
8. COc1ccc(CN2C(=O)N(c3ccccc3)C(=O)C2CC(=O)Nc2ccccc2)cc1OC (stereo not drawn)
9. O=C(c1ccc(S(=O)(=O)N2CCCC2)cc1)N1CCN(Cc2ccc3c(c2)OCO3)CC1
10. CCOC(=O)C(c1ccccc1)C(Nc1ccccc1)c1ccccn1 (stereo not drawn)
11. O=c1c2cc(NC(=S)NC3CCCCC3)ccc2nc2n1CCCCC2
12. COc1cccc(/C=N/NC(=O)C(=O)Nc2ccccc2OC(F)(F)C(F)F)c1

entry no.,7,8,9,10,11,12
NOD1 NF-kB reporter,-35%,-18%,-6%,17%,-23%,-35%
M17LAP inhibition,2%,-17%,-3%,-2%,-5%,0%
KOR beta-arrestin-1,-0.3%,-1.3%,-1.4%,-4.7%,-2.1%,-2.4%
M1AAP inhibition,7%,1%,2%,3%,1%,1%
GPR55 beta-arrestin,-0.3%,-1.0%,-0.1%,0.0%,0.0%,0.9%
Dynein transport,-0.51,0.73,0.35,-0.62,0.48,0.52
Dynein transport cytoplasmic EGFP,-0.3,-0.13,-0.13,-0.3,-0.35,-0.24
Dynein transport nuclear GR-EGFP,-0.35,0.014,0.065,-0.51,0.52,0.47
Dynein transport cell count,0.67,0.64,0.37,1.3,0.17,0.26
AID2073,8%,1%,0%,-8%,-8%,10%
KOR beta-arrestin-2,5%,-31%,17%,0%,-3%,-26%
NOD2 inhibition,14%,-8%,-2%,-25%,27%,6%

13. O=C(CSc1nc2ccc(Cl)cc2[nH]1)NC1CCCc2ccccc21 (stereo not drawn)
14. CCOc1ccc2c(c1)c1nnc(SCC(=O)N3CCCCC3C)nc1n2C (stereo not drawn)
15. CC1CC(C)(C)NC(=S)N1CCCC(=O)Nc1ccc2c(c1)OCCO2 (stereo not drawn)
16. O=C1N=C(N2CCN(Cc3ccccc3)CC2)S/C1=C/c1cccs1
17. CCn1c(=O)c2c(nc3n2CC(C)CN3CCc2ccccc2)n(C)c1=O (stereo not drawn)
18. COc1cccc(/C=N/NC(=O)CNC(=O)c2ccc3c(c2)OCCO3)c1O

entry no.,13,14,15,16,17,18
NOD1 NF-kB reporter,-4%,8%,-38%,-3%,21%,-19%
M17LAP inhibition,15%,-13%,-4%,-9%,10%,5%
KOR beta-arrestin-1,-0.1%,8.7%,-4.7%,0.6%,0.1%,2.8%
M1AAP inhibition,8%,-5%,-1%,18%,7%,7%
GPR55 beta-arrestin,0.1%,0.2%,0.4%,-0.1%,-0.2%,-0.1%
Dynein transport,0.1,0.19,1.7,-0.15,0.0011,0.01
Dynein transport cytoplasmic EGFP,-0.26,-0.21,-0.2,-0.18,0.23,-0.064
Dynein transport nuclear GR-EGFP,-0.24,0.27,1.1,-0.18,0.073,-0.00018
Dynein transport cell count,-0.048,-0.22,-0.63,0.54,-0.13,-0.23
AID2073,-2%,-6%,-9%,-4%,7%,16%
KOR beta-arrestin-2,15%,-5%,22%,-29%,12%,5%
NOD2 inhibition,-13%,6%,-5%,-56%,22%,-50%

5 compounds already listed, arranged by formula weight, ascending:
16. O=C1N=C(N2CCN(Cc3ccccc3)CC2)S/C1=C/c1cccs1
13. O=C(CSc1nc2ccc(Cl)cc2[nH]1)NC1CCCc2ccccc21 (stereo not drawn)
15. CC1CC(C)(C)NC(=S)N1CCCC(=O)Nc1ccc2c(c1)OCCO2 (stereo not drawn)
18. COc1cccc(/C=N/NC(=O)CNC(=O)c2ccc3c(c2)OCCO3)c1O
12. COc1cccc(/C=N/NC(=O)C(=O)Nc2ccccc2OC(F)(F)C(F)F)c1

entry no.,16,13,15,18,12
NOD1 NF-kB reporter,-3%,-4%,-38%,-19%,-35%
M17LAP inhibition,-9%,15%,-4%,5%,0%
KOR beta-arrestin-1,0.6%,-0.1%,-4.7%,2.8%,-2.4%
M1AAP inhibition,18%,8%,-1%,7%,1%
GPR55 beta-arrestin,-0.1%,0.1%,0.4%,-0.1%,0.9%
Dynein transport,-0.15,0.1,1.7,0.01,0.52
Dynein transport cytoplasmic EGFP,-0.18,-0.26,-0.2,-0.064,-0.24
Dynein transport nuclear GR-EGFP,-0.18,-0.24,1.1,-0.00018,0.47
Dynein transport cell count,0.54,-0.048,-0.63,-0.23,0.26
AID2073,-4%,-2%,-9%,16%,10%
KOR beta-arrestin-2,-29%,15%,22%,5%,-26%
NOD2 inhibition,-56%,-13%,-5%,-50%,6%

Further structures follow:
19. O=C(O)/C=C/C(=O)Nc1ccc(OC(F)(F)Cl)cc1
20. O=C(/C=C\c1ccco1)Nc1nc(-c2ccc3ccccc3c2)cs1
21. c1ccc2cc(CNCc3cccc4ccccc34)ccc2c1
22. Cc1ccc(S(=O)(=O)/N=C2/NC(=O)/C(=C/c3ccccc3)S2)cc1
23. c1cc(-c2cn(C[C@H]3CC[C@@H]([C@@H]4CC[C@H](Cn5cc(-c6ccsc6)nn5)O4)O3)nn2)cs1
24. CC1CCN(C(=S)c2ccc([N+](=O)[O-])cc2)CC1

entry no.,19,20,21,22,23,24
NOD1 NF-kB reporter,-3%,/,-1%,42%,2%,-17%
M17LAP inhibition,2%,3%,-4%,?,/,2%
KOR beta-arrestin-1,-0.7%,-2.9%,5.2%,-1.1%,-1.8%,-1.3%
M1AAP inhibition,11%,18%,-2%,69µM*,/,12%
GPR55 beta-arrestin,-0.1%,-0.2%,-0.2%,-0.1%,-0.2%,-0.1%
Dynein transport,-0.27,-1.4,0.56,-0.38,/,-0.64
Dynein transport cytoplasmic EGFP,-0.26,-0.25,-0.26,-0.17,/,-0.26
Dynein transport nuclear GR-EGFP,0.063,-0.58,0.046,-0.4,/,-0.49
Dynein transport cell count,0.11,0.17,0.6,-0.39,/,0.26
AID2073,4%,12%,-12%,14%,14%,8%
KOR beta-arrestin-2,-17%[20 µM],21%,13%,-78%[20 µM],-8%[20 µM],33%
NOD2 inhibition,10%,/,8%,-11%,10%,-4%

25. COc1ccccc1N1CCN(C(=O)c2cc3c(C)nc4ccccc4c3o2)CC1
26. COc1ccc2nc(SCc3cnc(C)nc3N)[nH]c2c1
27. CN(Cc1nc(-c2cccs2)no1)CC(O)c1ccccc1 (stereo not drawn)
28. CS(=O)(=O)N1CCN(c2ccccc2NC(=O)CSc2ccc(Cl)cc2)CC1
29. COC(=O)c1ccccc1NC(=O)/C=C/C(=O)O
30. Cc1nc(NC(=O)CSc2nnc(N)s2)c(Cl)cc1Cl

entry no.,25,26,27,28,29,30
NOD1 NF-kB reporter,16%,/,-50%,-16%,-14%,-31%
M17LAP inhibition,/,-9%,-2%,10%,13%,-3%
KOR beta-arrestin-1,-0.5%,-0.1%,0.5%,9.0%,-2.0%,-4.8%
M1AAP inhibition,/,0%,4%,1%,4%,5%
GPR55 beta-arrestin,0.3%,-0.1%,-0.2%,-0.2%,-0.2%,-0.2%
Dynein transport,/,1,-1.4,0.037,0.29,0.097
Dynein transport cytoplasmic EGFP,/,-0.23,-0.25,-0.27,-0.16,-0.28
Dynein transport nuclear GR-EGFP,/,0.7,-0.7,-0.18,0.21,0.37
Dynein transport cell count,/,-0.85,0.66,0.44,0.044,0.37
AID2073,8%,-2%,6%,-4%,3%,46%
KOR beta-arrestin-2,-7%,-3%,-23%,-18%,-21%,7%
NOD2 inhibition,46%,10%,-25%,-14%,21%,13%

31. CC(C)(C)NC(=O)CN(Cc1ccco1)C(=O)CCC(=O)Nc1nccs1
32. COC(=O)c1ccccc1OCC(=O)NC1CCCCC1
33. O=C(CN1C(=O)/C(=C/c2cccc(Br)c2)SC1=S)Nc1cccnc1
34. Cc1ccc(C)c(NC(=S)N(C)CCc2ccccn2)c1
35. O=C(CC1C(=O)NCCN1CC1CCCCC1)NCc1cccc(F)c1F (stereo not drawn)

entry no.,31,32,33,34,35
NOD1 NF-kB reporter,1%,/,22%,0%,-30%
M17LAP inhibition,/,-2%,6%,-6%,16%
KOR beta-arrestin-1,-3.3%,-0.2%,-2.3%,-3.5%,/
M1AAP inhibition,/,2%,8%,6%,7%
GPR55 beta-arrestin,-0.1%,0.4%,-0.1%,-0.2%,-0.2%
Dynein transport,/,-0.23,-0.054,-0.76,-0.023
Dynein transport cytoplasmic EGFP,/,-0.26,-0.17,-0.026,0.09
Dynein transport nuclear GR-EGFP,/,-0.27,0.19,-0.42,0.34
Dynein transport cell count,/,0.41,0.24,0.11,0.41
AID2073,6%,-7%,38%,-15%,4%
KOR beta-arrestin-2,-10%,9%,-42%[20 µM],3%,-43%[20 µM]
NOD2 inhibition,-15%,-6%,14%,-5%,7%

Assay outcomes deposited in PubChem by several laboratories.
